FXIIa inh mix – human factor XIIa inhibitors, primary screen, biochemical, pooled compound mixtures, fluorogenic substrate. purified FXIIa. inhibition, % at 5 µM. 0.2% of 62,000 active. AID 684, 2007; in the data active = inhibition above about 20%, passing the limit was not always enough;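 also: 0% = enzyme without compound and 100% = no enzyme blank; some results filed as inactive read as strong as hits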
Cdc25B inh – inhibitors of Cdc25B phosphatase catalytic domain, primary screen, biochemical, OMFP fluorescence. recombinant Cdc25B, OMFP fluorescence Ex485/Em525. 0.1% of 65,000 active. inhibition, %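 (compounds tested at 10 µM final in the well)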. M-phase inducer phosphatase 2 (Homo sapiens), P30305; in the data active = inhibition above about 50%
HER2 expr 66K – inhibitors of Her2 protein expression, primary screen, SKBR-3 cells, AlphaScreen, 66K library; 0.69% of 65,000 active; HER2 level % of control, % at 10 µM; SKBR-3 HER2 protein level, 18-24 h; stronger effect = lower value;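 active = HER2 level under 5% of the carrier-only control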;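 also: 100% = DMSO carrier and 0% = 500 nM PU-H71 HSP90 inhibitor; lower value means stronger loss of Her2 protein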
Target sequence (P04626 whole entry, looked up): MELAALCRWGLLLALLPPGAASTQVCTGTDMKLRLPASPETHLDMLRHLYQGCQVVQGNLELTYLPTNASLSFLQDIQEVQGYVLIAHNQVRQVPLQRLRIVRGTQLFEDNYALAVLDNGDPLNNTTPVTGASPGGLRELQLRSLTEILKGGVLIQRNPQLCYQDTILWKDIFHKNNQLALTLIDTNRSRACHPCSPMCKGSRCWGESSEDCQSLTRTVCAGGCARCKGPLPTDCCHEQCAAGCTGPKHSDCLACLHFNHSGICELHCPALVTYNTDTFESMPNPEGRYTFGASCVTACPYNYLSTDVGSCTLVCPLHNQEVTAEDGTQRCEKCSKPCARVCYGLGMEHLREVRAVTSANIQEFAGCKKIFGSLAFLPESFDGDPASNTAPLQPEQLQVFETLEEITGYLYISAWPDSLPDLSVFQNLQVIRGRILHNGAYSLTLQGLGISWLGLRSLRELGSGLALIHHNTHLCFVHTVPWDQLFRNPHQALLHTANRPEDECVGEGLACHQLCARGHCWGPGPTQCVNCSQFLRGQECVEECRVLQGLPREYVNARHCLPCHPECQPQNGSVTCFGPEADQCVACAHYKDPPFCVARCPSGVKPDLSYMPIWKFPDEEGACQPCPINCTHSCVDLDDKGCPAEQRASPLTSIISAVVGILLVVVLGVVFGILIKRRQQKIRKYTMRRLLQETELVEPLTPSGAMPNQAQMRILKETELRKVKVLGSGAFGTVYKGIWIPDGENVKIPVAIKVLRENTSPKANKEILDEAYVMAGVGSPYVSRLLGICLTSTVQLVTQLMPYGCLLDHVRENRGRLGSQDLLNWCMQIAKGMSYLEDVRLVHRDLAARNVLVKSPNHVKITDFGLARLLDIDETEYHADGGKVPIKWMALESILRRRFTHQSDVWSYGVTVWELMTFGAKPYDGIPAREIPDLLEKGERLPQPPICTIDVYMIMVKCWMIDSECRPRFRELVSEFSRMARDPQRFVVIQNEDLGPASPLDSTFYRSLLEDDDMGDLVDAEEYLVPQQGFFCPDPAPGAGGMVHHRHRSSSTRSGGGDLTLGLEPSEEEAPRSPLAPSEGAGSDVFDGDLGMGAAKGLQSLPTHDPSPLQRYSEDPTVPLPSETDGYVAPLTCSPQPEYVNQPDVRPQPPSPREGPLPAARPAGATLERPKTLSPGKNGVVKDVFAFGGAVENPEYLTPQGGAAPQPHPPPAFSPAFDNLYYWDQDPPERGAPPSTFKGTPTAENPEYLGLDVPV
SF-1 act – activators of human SF-1, primary screen, cell-based, CHO-K1, Gal4-SF-1 LBD, luciferase luminescence; 1.9% of 65,000 active; AID 522, 2006; CHO-K1 Gal4-SF-1 LBD luciferase reporter; % increase over DMSO SF-1-specific signal; activation, % at 10 µM; Steroidogenic factor 1 (Homo sapiens), Q13285;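 active = activation above the mean activation of all tested compounds plus 3 SD, cut at about 50% in these data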
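Compound – one dose, 10 µM compound, 1% DMSO · Test system – transient Gal4-SF-1 LBD reporter, CHO-K1 · Input – 4,000 cells in each well · Read-out basis – percent activation relative to DMSO median and mock-transfected background · Replicates – single measurement per compound · Technique – steady-glow luciferase luminescence, read after 15 min reagent incubation · Timing – 20 h compound treatment, 37 °C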
Hsp90 inh – tumor Hsp90 inhibitors, primary screen, cell lysate, fluorescence polarization, NCI-N417 lysate; Heat shock protein HSP 90-alpha (Homo sapiens), P07900; Cy3B-geldanamycin FP displacement; inhibition, % at 30 µM; 0.35% of 64,000 active; AID 429, 2006;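 active = inhibition above 50%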;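 also: 0% = tracer plus lysate wells and 100% = tracer alone without lysate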
DUSP1 inh – MKP-1 phosphatase inhibitors, primary screen, biochemical, in vitro; Dual specificity protein phosphatase 1 (Homo sapiens), P28562; recombinant MKP-1, OMFP hydrolysis fluorescence; inhibition, %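 (compounds tested at a single concentration somewhere between 10 and 100 µM)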; 0.15% of 65,000 active; AID 374, 2006;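 active = inhibition above about 50%, limit read from the data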;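 also: 0% = DMSO max control wells and 100% = wells with enzyme stopped by NaOH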
D1 mod – D1 CRE-luciferase signal change, two-sided – cell-based, HEK293 D1, dopamine EC30, D1 allosteric modulator project, primary screen | dopamine EC30 potentiation; actives deviate in either direction | B-score at 10 µM | 5.9% of 58,000 active | AID 641, 2007;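 active = luminescence count or its row- and column-corrected plate score outside the 99.7% band of the plate's sample wells, on either side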
TNAP act DEA – human TNAP enzyme activators, primary screen, biochemical, luminescent, intermediate phosphate acceptor level | Alkaline phosphatase, tissue-nonspecific isozyme (Homo sapiens), P05186 | AID 813, 2007 | purified TNAP, CDP-star luminescence, 100 mM DEA, 30 min; stronger effect = higher value; scale: 0 levamisole-inhibited, 1 vehicle-only enzyme | 64,000 tested, under 10 active | activation factor at 20 µM;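 active = activation factor of at least 2 at 20 µM, relative to controls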
RORa activator – activators of orphan receptor RORA, primary screen, cell-based, luminescence; 1.5% of 65,000 active; CHO-K1 Gal4-RORA LBD luciferase reporter; percent increase over mock-subtracted basal signal; activation, % at 10 µM; AID 560, 2006;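 active = activation above the mean of all tested compounds plus 3 SD, cut at about 49% in these data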;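 also: 0% = DMSO-treated RORA cells and 100% = added signal equal to DMSO minus mock-transfected cells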
* = called active by the depositor; x = no result given.

cpd	structure	FXIIa inh mix	Cdc25B inh	HER2 expr 66K	SF-1 act	Hsp90 inh	DUSP1 inh	D1 mod	TNAP act DEA	RORa activator
1	COc1cc(C)c(Cl)cc1S(=O)(=O)NCc1ccco1	0	0	71	5	-7	-10	x	0.8	-12
2	CC(C)CCn1c(CN2CCN(c3cccc(Cl)c3)CC2)nc2c1c(=O)n(C)c(=O)n2C	6	-2	86	6	-2	40	-0.071	0.9	1
3	CC(=O)c1cccc(NS(=O)(=O)N(C)C)c1	-21	8	108	-3	-2	0	1	0.9	12
4	O=C(NC1CCCCC1)Sc1ccc(Cl)cc1	3	-2	78	13	4	-8	-0.0054	1	23
5	Cc1nnc(SCC(=O)N2c3ccccc3Sc3ccccc32)n1N	0	-11	108	-5	-2	2	-0.1	0.9	-6
6	Cc1ccc(C2C=C(c3ccccc3OC(F)F)Nc3ncnn32)cc1 (configuration not stated)	4	2	64	-4	1	12	x	0.9	-6
7	Cc1cc(Nc2ccccc2)n(CCC#N)n1	4	7	146	2	1	3	0.62	1	1
8	O=C(CCn1nc(-c2ccc(Cl)cc2)ccc1=O)NCc1ccccn1	1	2	88	-1	1	2	-0.43	1	-11
9	CN(C)c1ccc(NC(=O)CN2CCN(S(=O)(=O)c3cc(Cl)ccc3Cl)CC2)cc1	14	-2	96	19	-1	17	-0.69	1	8
10	CCOC(=O)c1[nH]c(C)c(C(=O)N2CCN(c3ccc(F)cc3)CC2)c1C	-18	37	82	-8	-5	3	0.44	0.9	-3
11	O=S(=O)(c1ccccc1)c1nc(-c2cccs2)oc1NCC1CCCO1 (configuration not stated)	0	-11	90	-30	-1	7	0.65	0.9	-14
12	CC(=O)c1cccc(NC(=O)c2ccc(Br)o2)c1	8	2	114	3	-2	1	-0.45	0.8	3
13	O=C(CN1C(=O)COc2ccc(Cl)cc21)N1CCc2ccccc21	2	0	82	-6	0	15	1.1	0.9	-18
14	Clc1ccc(SCCn2ccnc2)cc1	3	-12	90	-23	-2	-15	-0.73	0.8	-13
15	Cc1cc(C)c(C#N)c(SCc2ccccc2C(=O)O)n1	6	2	110	8	2	-12	0.55	1	-4
16	Cn1c(SCCSc2nnc(-c3ccccc3)n2C)nnc1-c1ccccc1	3	-2	126	-8	-4	-2	-0.57	0.9	-4
17	CCOC(=O)c1[nH]c(C)c(C(=O)N2CCN(c3ccccc3)CC2)c1C	3	-4	118	2	-2	9	0.86	1	4
18	CCOC(=O)C(CC)Sc1nc2c(c(=O)[nH]c(=O)n2C)n1C/C=C(/C)Cl (configuration not stated)	-21	-8	124	-4	-4	-7	8.6*	0.9	-10
19	Cc1c(-c2ccccc2)nc2ccccc2c1C(=O)O	-1	-8	76	10	-9	3	-0.39	0.9	-11
20	CCn1c(=O)c2ccccc2n2c(SCC(=O)N3CCCc4ccccc43)nnc12	8	5	71	-34	-3	-3	0.048	1	-1
21	Cc1cc(S(=O)(=O)NCCc2ccccc2)c(C)s1	7	23	85	-9	2	-6	-0.6	0.9	-14
22	NC(=O)COC(=O)C(Cc1ccccc1)NS(=O)(=O)c1ccccc1F (configuration not stated)	1	2	119	17	-1	3	-0.61	1	-13
23	Cn1c(SCC(=O)NCc2ccc3c(c2)OCO3)nnc1-c1c[nH]c2ccccc12	19	-9	169	1	-7	12	-0.65	1	-5
24	O=C(NCc1cccnc1)c1cn(CCc2ccccc2)nn1	6	-2	79	0	-2	-6	-0.53	0.9	7
25	O=C1CCc2cc(S(=O)(=O)N3CCC(C(=O)NCc4ccccn4)CC3)ccc2N1	7	-10	85	11	-4	-12	2.1	0.9	1
26	CCc1nnc(NC(=O)CSc2nnc(-c3ccccc3O)n2-c2ccc(C)cc2)s1	3	-23	76	24	3	-10	0.61	0.8	12
27	Cc1ccc(N(C(C)C(=O)O)S(=O)(=O)c2c(C)n[nH]c2C)cc1 (configuration not stated)	3	-1	107	20	-1	4	-0.16	0.9	-16
28	c1ccc(N2CCN(c3c4c(nc5ncnn35)CCC4)CC2)cc1	5	-5	89	-12	-3	-6	-0.047	0.9	0
29	CC(C)[C@H](NC(=O)OC(C)(C)C)c1nnc(SCc2cccc(F)c2)o1	1	1	106	21	-11	-8	-0.25	0.8	14
30	c1ccc(Cn2c(SCCN3CCOCC3)nnc2-c2cccnc2)cc1	x	1	105	-2	-1	-5	0.027	0.9	12
31	CN(CCc1ccccn1)C(=O)CN(C)S(=O)(=O)c1ccc2c(c1)c(=O)n(C)c(=O)n2C	11	-3	108	-4	-3	6	x	1	-6
32	COc1ccccc1N1C(=O)c2ccccc2NC1c1ccncc1 (configuration not stated)	-27	-4	120	9	-3	1	0.81	0.9	0
33	COC(=O)c1ccc2c(=O)sc(N3CCC(C(N)=O)CC3)nc2c1	5	-4	89	-4	1	4	0.56	0.9	20
34	COc1ccc(Cc2nnc(-c3cccc(C)c3)o2)cc1OC	2	-13	77	31	-4	-3	4.3*	0.9	-1
35	Cc1ccc2c(c1)cc(CN(Cc1ccc3c(c1)OCO3)S(=O)(=O)c1ccccc1)c1nnnn12	12	-11	102	-9	5	-8	x	0.8	-9
36	Cc1csc(NC(=O)Cn2cnnn2)n1	0	9	127	4	-3	3	-0.0038	0.9	-3
37	Cc1noc(C)c1C(=O)NCCc1ccc(Cl)cc1	-1	-7	107	-11	1	-1	-0.17	0.9	-9
38	CCOc1ccc(OCC(=O)Nc2ccc(S(=O)(=O)Nc3cc(C)nc(C)n3)cc2)cc1	5	-1	120	-17	0	9	-0.92	1	5
39	CCN(CC)C(=O)CSc1ccccc1N	-9	-2	93	-2	-3	9	-0.83	0.9	13
40	Cc1cccc(N(CC(=O)NCc2ccco2)C(=O)CCC(=O)Nc2ccccn2)c1	5	6	111	6	1	4	0.012	1	29
41	O=C1CN(C(=O)OCc2ccccc2)c2ccccc2N1	0	-4	85	47	-2	8	2.4	1	51*
42	CCC(=O)Oc1ccc2c(C)cc(=O)oc2c1C	-16	-2	69	15	-5	3	1.7	0.9	8
43	O=C(CCn1cccc1)NCc1ccc2c(c1)OCO2	6	0	99	2	-3	1	0.59	0.8	-11
44	CN1CCN(C(=O)c2cc(-c3cccc(Cl)c3)on2)CC1	4	-9	88	30	-1	-1	-1.4	1	24
45	Cc1c(C(=O)N2CCN(c3ccccc3F)CC2)sc2ncn(CC(=O)N3CCOCC3)c(=O)c12	1	-5	85	-3	-2	13	0.46	0.8	-16
46	COc1ccccc1NC1=C(C)C(=O)CC1	7	-6	113	-10	-2	-10	-0.32	0.9	-17
47	COC(=O)CSc1nsc(SCC(=O)OC)c1C#N	-1	-5	42	-12	-11	-1	x	0.9	-7
48	O=C(O)c1cc(-c2ccc3c(c2)OCO3)nc2ccccc12	3	-22	103	3	-4	2	-0.6	0.9	-14
49	Cc1c(C(=O)Nc2cccc3cccnc23)oc2ccccc12	-15	0	78	18	-3	4	-0.57	0.9	-2
50	CCOC(=O)C1=C(C)N(C)C(C)=C(C(=O)OCC)C1c1ccccn1	10	-14	99	-5	-8	11	-0.00023	0.9	-6
51	O=C(CCCCCn1c(=S)[nH]c2cc3c(cc2c1=O)OCO3)N1CCN(C(=O)c2ccco2)CC1	2	-6	103	-1	-3	10	0.097	1	12
52	O=C(NCC1COc2ccccc2O1)C1CCN(S(=O)(=O)c2cccc3nsnc23)CC1 (configuration not stated)	3	-12	110	8	-4	-2	1.3	0.9	5
53	O=C(Cn1c(S(=O)(=O)Cc2ccccc2)nc2ccccc21)N1CCCCC1	-1	-6	103	-10	1	11	0.48	1	-14
54	CCCSc1nnc2n(-c3ccccc3OC)c(=O)c3c4c(sc3n12)CCC4	x	-33	101	-10	1	-5	x	0.9	-20
55	CC(C)C(NCc1c(Cl)cccc1Cl)C(=O)O (configuration not stated)	12	1	97	-4	-3	22	-0.42	0.9	-13
56	CCN(CC)S(=O)(=O)c1ccc2c(c1)c(=O)c(C(=O)NCCN(C)CCc1ccccc1)cn2C	2	-11	77	-12	-2	14	0.49	0.9	-11
57	COc1ccc(C(=O)N2CCOCC2)cc1Br	8	1	136	-5	-6	4	-0.3	0.9	-19
58	CCCCn1c(Oc2ccc(C(=O)OC)cc2)nc2c1c(=O)n(C)c(=O)n2C	9	0	91	-2	-4	-1	-0.56	0.9	-6
59	CC(C)CC(c1nnnn1CC1CCCO1)N1CCN(C2CCCC2)CC1 (configuration not stated)	8	-3	115	4	-2	0	-0.11	0.9	-2
60	COc1cc(Cl)cc(C#N)c1OCC(=O)O	10	2	103	8	-8	-5	0.23	1	2

(list continues)
cpd	structure	FXIIa inh mix	Cdc25B inh	HER2 expr 66K	SF-1 act	Hsp90 inh	DUSP1 inh	D1 mod	TNAP act DEA	RORa activator
61	CCOC(=O)Cc1csc(NC(=O)c2ccc(Br)s2)n1	2	1	88	-6	-7	15	-0.07	1	-21
62	O=C(O)C1C2CCC(O2)C1C(=O)Nc1cccc(F)c1 (configuration not stated)	5	-3	108	-20	-2	3	0.6	0.9	7
63	COCc1nnc(NC(=O)CCCCCN2C(=O)c3ccccc3C2=O)s1	2	0	108	-13	-5	10	x	0.9	-2
64	Nc1ccc(Sc2nnnn2-c2ccccc2)c(Cl)c1	6	-10	105	-11	-5	-1	-0.18	0.8	-24
65	O=C(NC1CCCC1)C1C2C=CC(C2)C1C(=O)N1CCOCC1 (configuration not stated)	0	7	89	-7	0	-1	0.015	0.9	0
66	COc1ccc(CNC(=O)C(c2cccs2)N(C(=O)c2csnn2)C2CC2)cc1 (configuration not stated)	3	-8	117	0	-4	-11	1.7	0.9	-5
67	CCC(=O)N1CCN(c2ccc(Cl)cc2NC(=O)c2ccc(Br)o2)CC1	15	7	86	5	-3	18	0.82	0.9	-8
68	COc1ccccc1N1CCN(C(=O)c2ccc3nc(-c4ccco4)c(-c4ccco4)nc3c2)CC1	2	-6	66	4	-7	40	2.2	0.8	11
69	CCOC(=O)c1cccc(NC(=O)CCn2nnc3ccccc32)c1	0	-14	96	-12	-1	-13	0.62	0.9	-9
70	Nn1c(SCC(=O)NCc2ccccc2)nnc1C1CC1	1	2	101	10	-7	-7	0.19	0.9	11
71	CS(=O)(=O)Nc1ccccc1C(=O)c1ccccc1	5	-11	76	-9	-2	-10	0.035	0.9	-4
72	CCOC(=O)Cn1nnnc1CN(Cc1ccc(OC)cc1)Cc1cc2cc(C)ccc2[nH]c1=O	3	-14	100	-6	-1	9	0.97	0.9	-8

Looked up by structure from the list above, 4 records:
cpd	structure	FXIIa inh mix	Cdc25B inh	HER2 expr 66K	SF-1 act	Hsp90 inh	DUSP1 inh	D1 mod	TNAP act DEA	RORa activator
71	CS(=O)(=O)Nc1ccccc1C(=O)c1ccccc1	5	-11	76	-9	-2	-10	0.035	0.9	-4
63	COCc1nnc(NC(=O)CCCCCN2C(=O)c3ccccc3C2=O)s1	2	0	108	-13	-5	10	x	0.9	-2
68	COc1ccccc1N1CCN(C(=O)c2ccc3nc(-c4ccco4)c(-c4ccco4)nc3c2)CC1	2	-6	66	4	-7	40	2.2	0.8	11
72	CCOC(=O)Cn1nnnc1CN(Cc1ccc(OC)cc1)Cc1cc2cc(C)ccc2[nH]c1=O	3	-14	100	-6	-1	9	0.97	0.9	-8

Compound activity from PubChem.
